Compound activity (PubChem BioAssay)
PI5P4Ka inh = inhibitors of human PI5P4K alpha; AID 652105; P48426; PI5P4Kalpha enzyme, ADP-Glo luminescence, 60 min; stronger effect = lower value; max response, %; actives 1.2% (n = 330,000); active = max response of -50% or lower; inconclusive = between -30% and -50%; inactive = -30% or higher; also: value at the top dose of about 77 µM; % is scaled to controls: 0 for no effect and ±100 for the full control effect
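Reactions run in 0.038 M HEPES pH 7.4, 0.28 mM EGTA, 0.1% CHAPS and 5% DMSO, with PI5P4Kalpha, substrate, compound and 5 microM ATP final, one hour at room temperature. Readout is ADP-Glo luminescence.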
EPAC1 antag = antagonists of human EPAC1. O95398. EPAC1 GEF assay, Rap1b-BODIPY-GDP exchange fluorescence. Potency, µM (doses to about 115 µM), without a hit: at the highest dose activity change, negative = inhibition, hits mostly inhibitors. actives 0.14% (n = 360,000). AID 720709;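 also: potency is read from the fitted curve at half-maximal effect; plate controls were vehicle for no effect and positive control for full effect; nearly all actives have a fitted effect of over 50% in size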
WRN helicase inh = blocks human WRN helicase; Q14191; WRN helicase unwinding, fluorescent forked duplex, kinetic; Potency, µM (highest dose often 114 µM), for inactives: at the top dose activity change, negative = inhibition, actives largely listed as inhibitors; actives 0.46% (n = 360,000); AID 651768; also: potency is read from the fitted curve at half-maximal effect; % is scaled to controls: 0 for no effect and ±100 for the full control effect; nearly all actives have a fitted effect of over 55% in size
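WRN at 20 nM final preincubated with compound 15 min at room temperature; reaction started with 100 nM fluorophore/quencher forked duplex oligonucleotide and 2 mM ATP final. Unwinding followed kinetically by red fluorescence (ex 525, em 598 nm).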
EPAC1 ag = activates human EPAC1 exchange factor; O95398; EPAC1 agonist qHTS, biochemical assay; response scale: 100% = response to 6.5 mM cAMP; Potency, µM (top dose mostly 154 µM), for the others: top-dose activation, actives largely listed as activators; actives 0.073% (n = 360,000); also: potency is read from the fitted curve at half-maximal effect; nearly all actives have a fitted effect of over 60% in size
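Nucleotide exchange by EPAC1 (100 nM) on Rap1B–BODIPY-GDP (250 nM) in the presence of 50 uM GDP is tracked fluorescently at 480/540 nm over 30 min. Signals are normalized to a 6.5 mM cAMP control.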
EPAC2 antagonist = blocks human EPAC2 exchange factor. Q8WZA2. EPAC2 GEF exchange of Rap1B-BODIPY-GDP, fluorescence. Potency, µM (titrated, usually from 114 µM), inactives show at the top dose activity, negative = inhibition, actives largely listed as inhibitors. actives 0.18% (n = 360,000). AID 720708; also: potency is read from the fitted curve at half-maximal effect; % is scaled to controls: 0 for no effect and ±100 for the full control effect; nearly all actives have a fitted effect of over 45% in size; many of its hits are not listed in these tables
Target sequence (Q8WZA2 whole entry, looked up): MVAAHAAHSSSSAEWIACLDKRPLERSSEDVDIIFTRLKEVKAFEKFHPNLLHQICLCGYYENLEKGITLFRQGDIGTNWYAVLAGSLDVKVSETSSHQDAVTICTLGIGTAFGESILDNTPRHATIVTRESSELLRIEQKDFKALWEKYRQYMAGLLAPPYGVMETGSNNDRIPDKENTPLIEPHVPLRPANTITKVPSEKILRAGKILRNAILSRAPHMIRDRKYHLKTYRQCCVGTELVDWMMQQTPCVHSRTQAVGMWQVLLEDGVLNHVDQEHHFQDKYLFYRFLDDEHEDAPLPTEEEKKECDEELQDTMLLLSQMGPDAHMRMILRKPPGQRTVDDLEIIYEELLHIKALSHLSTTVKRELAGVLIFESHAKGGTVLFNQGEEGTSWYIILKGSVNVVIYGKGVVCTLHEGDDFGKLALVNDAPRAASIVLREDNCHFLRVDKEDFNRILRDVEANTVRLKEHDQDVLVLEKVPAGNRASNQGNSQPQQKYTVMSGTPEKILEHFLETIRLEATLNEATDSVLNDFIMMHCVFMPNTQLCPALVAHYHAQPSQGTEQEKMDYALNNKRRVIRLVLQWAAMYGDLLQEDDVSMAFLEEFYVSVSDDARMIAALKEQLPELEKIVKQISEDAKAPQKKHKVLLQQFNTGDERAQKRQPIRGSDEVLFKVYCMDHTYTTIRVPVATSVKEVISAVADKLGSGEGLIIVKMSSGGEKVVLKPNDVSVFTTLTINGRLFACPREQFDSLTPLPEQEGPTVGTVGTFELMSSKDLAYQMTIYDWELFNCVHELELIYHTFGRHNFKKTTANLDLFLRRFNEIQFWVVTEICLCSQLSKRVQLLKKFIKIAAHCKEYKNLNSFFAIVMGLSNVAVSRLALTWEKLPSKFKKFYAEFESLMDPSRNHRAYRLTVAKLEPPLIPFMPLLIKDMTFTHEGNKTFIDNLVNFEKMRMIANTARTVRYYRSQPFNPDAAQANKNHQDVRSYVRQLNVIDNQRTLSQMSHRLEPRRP
CCT modulator = cytosolic chaperonin activity modulation; purified chaperonin ATPase assay, HTRF ADP detection, 30 min; activity change, % (test concentration not listed), hits read low; actives 0.3% (n = 360,000); AID 651819; in the data active = activity change below about -30%; also: % is scaled to controls: 0 for no effect and ±100 for the full control effect
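ATPase activity: ADP formed was measured by HTRF Transcreener (665/615 nm ratio) after 30 min at 37 deg C with 10 uM ATP. Compounds screened at one 76 uM concentration against 40 or 20 nM TRiC in Tris pH 7.4/KCl/MgCl2/DTT buffer.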
MmCpn inh = inhibitors of Methanococcus maripaludis chaperonin (MmCpn) | Potency, µM (titrated, usually from 76.9 µM), for inactives: at the top dose activity, negative = inhibition, hits mostly inhibitors | purified Mm-Cpn ATPase, ADP Transcreener TR-FRET | actives 0.031% (n = 330,000); also: potency is read from the fitted curve at half-maximal effect; % is scaled to controls: 0 for no effect and ±100 for the full control effect; nearly all actives have a fitted effect of over 80% in size
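Inhibition of chaperonin ATP hydrolysis is measured as reduced ADP production, detected by competitive TR-FRET in which signal falls with ADP. Final enzyme 25 nM and ATP 10 uM, reacted 30 min at 37°C.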
PLK1 PBD block = inhibitors of human PLK1 polo-box domain binding. P53350. actives 2.8% (n = 360,000). Potency, µM, for the others: max response, negative = inhibition, hits mostly inhibitors. AID 720504. Plk1 PBD binding of FITC phosphopeptide, fluorescence polarization; also: potency is read from the fitted curve at half-maximal effect; series mostly up to about 57 µM; % is scaled to controls: 0 for no effect and ±100 for the full control effect; nearly all actives have a fitted effect of over 65% in size
Numbers without * were called inactive; ? = inconclusive; · = not tested or not shown; [ ] = remark or other dose. Unless noted, calls follow the shape of the dose curve; as a rule, active = well fitted curve in the direction sought with a large enough effect; inconclusive = small, poorly fitted or top-dose-only effect, or another doubt; inactive = no such curve, though single readings can be large; an effect the other way counts as inactive or inconclusive. These rows are one share of the data; count on the stated rates, not on these rows.

SMILES	PI5P4Ka inh	EPAC1 antag	WRN helicase inh	EPAC1 ag	EPAC2 antagonist	CCT modulator	MmCpn inh	PLK1 PBD block
O=C(CSc1nc2[nH]ncc2c(=O)[nH]1)NCc1ccccc1	-1	14%	10%	-3%	12%	0.4	1%	-12%
CC(C)c1cc(C(=O)Nc2cccc(Cl)c2)no1	·	4%	-17%	4%	-2%	0.4	2%	-1%
COc1cccc(/C=C2/NC(=O)N(CC(=O)Nc3ccc(C)cc3)C2=O)c1OCc1cccc(C(=O)O)c1	-26	?	?	23%	-2%	-0.2	1%	?
COc1ccc(C(=O)c2c(C)oc3cc([N+](=O)[O-])c(O)c([N+](=O)[O-])c23)cc1	?	-12%	-11%	-2%	-20%	-1.6	-2%	-7%
Cc1cccc(C(=O)Nc2ncc(CN3CCOCC3)s2)c1	·	5%	-3%	10%	-6%	-18	1%	-7%
COc1ccccc1C(=O)Nc1ccc2c(c1)CN(C(=O)CSC)CC2	1	0%	2%	8%	-10%	0.7	0%	-7%
Fc1c(F)c(F)c(N=Cc2ccc3ncccc3c2)c(F)c1F	-4	-4%	-2%	2%	1%	2.2	-1%	-2%
Nc1c(C(=O)NCCC2=CCCCC2)sc2ccc(S(=O)(=O)N3CCCCC3)cc12	3	-8%	-10%	5%	-12%	2.1	-15%	-4%
C/C(=N\NC(=O)CNC(=O)c1ccc2c(c1)OCO2)c1ccco1	10	-2%	-4%	7%	0%[57.1 µM]	1.3	-10%	-8%
C[C@H](CO)N1C[C@H](C)[C@H](CN(C)CC2CCCCC2)Oc2ccc(NS(=O)(=O)c3ccc(F)cc3)cc2CC1=O	16	-26%	-13%	-31%[inhibitor]	-20%	-0.3	-1%	-2%
C/C(=N/NC(=O)CNC(=O)c1ccccc1F)c1ccc2c(c1)CCCC2	-67*	-11%	-3%	-5%	-9%	-1.6	1%	8.4µM*
O=C(Nc1ccc(OCC(=O)N2CCN(S(=O)(=O)c3ccccc3)CC2)cc1)c1ccco1	-9	6%	-2%	-3%	10%	-0.5	0%	-10%
CCCCNC(=O)CCc1nc2cccnc2n1Cc1ccc(OC)cc1	-1	-13%	0%	8%	0%	-0.4	0%	-6%
COc1ccc(NC(=O)c2ccc3nc(-c4ccccc4)c(-c4ccccc4)nc3c2)c(OC)c1	6	-23%	-13%	6%	-22%	2.1	-2%	-2%
Cc1noc(C)c1COc1ccc(C(=O)OCC(=O)Nc2ccc3ccccc3c2)cc1	5	-13%	-3%	13%	-5%	-0.9	-1%	-6%
CCCNC(=O)CSc1ccc(S(=O)(=O)N2CCCC2)cn1	-11	5%	7%	-13%	1%	2.5	-2%	-14%
CCOC(=O)CSc1nc2ccc(C)cc2cc1C#N	·	3%	-11%[57.1 µM]	-3%	11%	1.9	-11%	2%
O=C(c1cccc(C(F)(F)F)c1)C1CCCN(C(=O)C2CCOCC2)C1 (stereo not given)	-20	-13%	-24%	-9%	0%	-1.2	-4%	-6%
COc1ccc(C(=O)ON=C2c3ccccc3-c3ccccc32)cc1OC	-1	-7%	10%	4%	-2%	0.0	2%	-6%
O=C(CN(c1ccccc1Cl)S(=O)(=O)c1ccccc1)N/N=C/c1ccccc1C(=O)O	5	6%	-3%	-2%	?	0.7	3%	-16%
OCCN(CCCn1c(-c2ccncc2)nc2ccccc21)c1nc(CN2CCCCC2)cs1	-7	-1%	-1%	-6%	5%	-2.2	1%	-14%
CN(C)C(CNC(=O)c1ccc(NS(=O)(=O)c2ccc(F)cc2)cc1)c1ccco1 (stereo not given)	1	-2%	-2%	-5%	-5%	-1.2	-1%	1%
CCOc1ccc(-n2nc3ccc(N)cc3n2)cc1	4	-15%	-3%	16%	6%	-0.2	-5%	-2%
N#C/C(=C/c1ccc2c(c1)OCO2)C(=O)Nc1ccc(O)cc1	-1	2%	-1%	1%	-1%	-1.7	-9%	-10%
COC(=O)Cn1c(=NC(=O)c2ccc(Cl)s2)sc2cc(C)ccc21	9	-11%	7%	-1%	-6%	-0.7	-3%	-7%
C=CCc1ccccc1OCC(O)CN(C(C)C)C(C)C (stereo not given)	1	2%	7%	-3%	6%	-0.8	0%	?
Cc1ccc(S(=O)(=O)NCCC2=CCCCC2)cc1C(N)=O	3	15%	6%	-4%	-2%	-0.9	1%	-2%
CNC[C@H]1Oc2c(NC(=O)C3CC3)cccc2C(=O)N([C@H](C)CO)C[C@@H]1C	0	9%	5%	-6%	6%	-0.2	0%	3%
O=[N+]([O-])C1C(c2ccccc2)C12c1ccccc1-c1ccccc12 (stereo not given)	29	-8%	4%	9%	?	0.8	·	-9%
CC(C)=CC(=O)OCC(=O)Nc1ccc(Cl)cc1	-8	-17%	-7%	1%	3%	-5.1	-3%	-16%
CNc1cncc(-c2ccc(O)cc2C)n1	3	-2%	4%[57.1 µM]	0%	1%	0.1	·	-5%
Cc1ccc(Nc2nnc(SC/C(O)=C(\C#N)c3nc4ccccc4[nH]3)s2)c(C)c1	-60*	-1%	-26%	-8%	7%	-1.9	0%	?
COc1c(Cl)cc(Cl)cc1CNCc1ccccc1	1	-17%	-4%	5%	-16%	1.4	-3%	-26%
O=C(CSc1nnc(-c2ccccc2)o1)NC1CCCC1	7	9%	3%	7%	10%	0.1	0%	-1%
O=Cc1ccccc1OCCOc1ccc([N+](=O)[O-])cc1	-18	-9%	3%	7%	-7%	-2.8	1%	27µM*
CCOC(=O)C1=C(O)C(=O)C(C(=O)OCC)C1 (stereo not given)	-20	-4%	5%	-7%	4%	-2.2	·	1%
CCOc1cccc(Oc2ncccc2C(=O)/C(C#N)=C/N(C)C)c1	-2	-11%	1%	9%	0%	0.1	0%	-8%
Cc1ccc(S(=O)(=O)N(C)Cc2ccc(C(=O)N/N=C3\CC(=O)CC(C)(C)C3)cc2)cc1	-10	-12%	3%	-3%	17%	0.3	2%	2%
O=C(COc1ccc(/C=N/NC(=O)c2ccccc2)cc1)Nc1ccc([N+](=O)[O-])cc1	-1	-5%	0%	-6%	6%	0.6	1%	0%
COc1ccc(NC(=O)CN(C)C(=O)CSCC(=O)Nc2ccc(C)cc2)cc1	4	?	-7%	5%	-10%	-2.0	1%	?
CSc1ccc(CNC(=O)C2(C)CCN2C(C)C)cc1 (stereo not given)	-7	-12%	-1%	-8%	-17%	0.9	·	-8%
CCOc1ccc(-c2cccc(NC(=O)c3ccc(Br)o3)c2)nn1	-7	11%	-7%	10%	2%	-2.7	-11%	-23%
COCCn1c(C)cc(C(=O)CN2CCCCC2)c1C	8	2%	-5%	5%	-6%	-0.2	2%	0%
COc1ccc(NC(=O)c2cccc(N3C(=O)C4C5C=CC(C6CC56)C4C3=O)c2)c(OC)c1 (stereo not given)	3	-28%	-6%	16%	-9%	-2.1	-1%	24µM*
COc1cccc(NC(=O)Cc2nnc(SCC(=O)NC(C)c3ccccc3)n2C)c1 (stereo not given)	·	-3%	6%	0%	1%	-1.1	-1%	-3%
COc1ccc(S(=O)(=O)NCC(c2cccs2)N2CCc3ccccc3C2)cc1 (stereo not given)	10	-4%	-1%	2%	-4%	-0.7	0%	-6%
C/C=C(/C)C(=O)O[C@@H]1c2c(ccc3ccc(=O)oc23)O[C@@H]1C(C)(C)OC(C)=O	5	0%	2%	-1%	-16%	-1.4	0%	?
O=C(Cc1c(F)cccc1Cl)NC1=NCCS1	5	3%	13%	5%	2%	1.5	1%	-11%
C/C(=C\C(=O)C(F)(F)F)Nc1ccc(C)cc1	-1	-12%	1%	4%	2%	-1.4	-1%	-15%
O=C(CCl)N1CCN(S(=O)(=O)Cc2ccccc2)CC1	-4	-13%	-8%	-4%	16%	0.2	1%	-2%
CC(=O)Oc1ccc(Nc2ccccc2)cc1	-3	7%	-6%	1%	2%	-1.2	0%	-11%
CCCc1cc(=O)[nH]c(SCC(=O)N2CCN(S(=O)(=O)c3ccc(C)cc3)C2)n1	0	-5%	2%	-12%	19%	-1.8	1%	-10%
Cc1ccc(C)c(S(=O)(=O)Nc2ccccc2C(=O)Nc2ccccc2N2CCOCC2)c1	-5	-27%	-15%	14%	-4%	0.3	-8%	?
O=C(Nc1ccccc1C(=O)NCc1ccco1)c1ccco1	·	-1%	0%	14%	-3%	0.5	1%	-8%
COc1ccc(CN2CCNC(=O)C2CC(=O)N(C)Cc2ccccn2)cc1OC (stereo not given)	2	?	-27%[57.1 µM]	8%	2%	3.4	0%	-15%
COc1ccc(CNC(=O)Cn2nc(C(F)(F)F)c(Br)c2C)cc1	0	-25%	7%	-6%	-2%	0.9	-1%	5%
COc1cc(C)nc(N2CCC(C(N)=O)CC2)n1	·	3%	-3%[57.1 µM]	3%	4%	-3.4	2%	-2%
CC(C)(C)NC(=O)COC(=O)c1ccc2c(c1)C(=O)N(Cc1ccco1)C2=O	-5	-1%	3%	-6%	0%	-0.1	1%	-6%
CCCCCC1CC(COc2ccccc2)OC1=O (stereo not given)	12	-21%	0%	-4%	-18%	-1.7	3%	-4%
COc1cccc(/C=C/C(=O)OCC(=O)Nc2cccc(S(=O)(=O)NC3=NCCCCC3)c2)c1	5	-8%	-10%	8%	-29%	1.4	0%	3%
Continuation.
SMILES	PI5P4Ka inh	EPAC1 antag	WRN helicase inh	EPAC1 ag	EPAC2 antagonist	CCT modulator	MmCpn inh	PLK1 PBD block
CCOc1ccc(NC(=O)CN(C)C(=O)CSc2ccccc2)cc1OCC	0	10%	-7%	-2%	9%	1.2	-1%	-17%
CCCOc1ccc2c(C)c(CC(=O)OC)c(=O)oc2c1	2	4%	-18%[57.1 µM]	-5%	19%	0.4	-3%	-3%
CCOC(=O)C1(CCOc2ccccc2)CCN(Cc2cccc(OC)c2O)CC1	1	-1%	6%	0%	-4%	-1.3	1%	-17%
COc1ccc(/C=C/CN2CCC(Oc3ccc(C(=O)N4CCCCC4)cc3)CC2)cc1	-5	-11%	-20%	3%	1%	0.4	-3%	-15%
